# M. tuberculosis – growth inhibition of non-replicating M. tuberculosis (AID 488890); Mycobacterium tuberculosis non-replicating, growth inhibition; higher % means a stronger effect; inhibition, % at 25 µM, or IC50 in µM where a hit was titrated; 0.39% of 320,000 active; in the data active = a potency from the dose series; inconclusive = inhibition mostly from about 82% at the one dose, without a potency; inactive = the rest, 99 in 100 with inhibition below about 76%;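 also: plate controls were DMSO cells for no effect and high antibiotic wells for full effect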
# H37Rv inhibition – M. tuberculosis growth inhibition, HTS (AID 449762) | M. tuberculosis H37Rv growth inhibition, 7H9 media; higher % means a stronger effect | inhibition, % at 25 µM; hits with a dose series show IC50 in µM | 0.59% of 330,000 active; in the data active = a potency from the dose series; inconclusive = inhibition above about 70% without an active follow-up result;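 also: bacterial growth assessed after seven days of incubation; strong numbers were not always called active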
# influenza NS1A – NS1A inhibition, H1N1 influenza, cell based functional assay (AID 504329); NS1A functional cell-based assay, percent inhibition; higher % means a stronger effect; inhibition, % at 12.5 µM; hits with a dose series show IC50 in µM; 0.3% of 340,000 active; in the data active = a potency from the dose series; inconclusive = inhibition above about 27% without an active follow-up result; also: strong numbers were not always called active
# PhoP GFP inhibition – PhoP regulon inhibitors, Salmonella typhi PhoP promoter GFP reporter, confirmatory (AID 1850) | Salmonella Typhi PhoP-promoter GFP reporter, fluorescence, 4 h; higher % means a stronger effect | one-dose inhibition, % at 50 µM; IC50 in µM for titrated hits | 0.33% of 310,000 active; in the data active = a potency from the dose series; inconclusive = inhibition mostly from about 25% at the one dose, without a potency; inactive = the rest, 99 in 100 with inhibition below about 19%;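 also: 0% = induced wells with vehicle and 100% = uninduced wells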
# inhibitors of VEEV – inhibitors of VEEV TC-83 cytopathic effect, confirmation, Vero cells (AID 588727); Vero cells, VEEV TC-83 cytopathic effect inhibition; higher % means a stronger effect; 0.13% of 350,000 active; inhibition, % at 20 µM; hits with a dose series show IC50 in µM; in the data active = a potency from the dose series; inconclusive = inhibition mostly from about 14% at the one dose, without a potency; inactive = the rest, 99 in 100 with inhibition below about 12%; also: strong numbers were not always called active
# inhibitors of VEEV 10K pilot screen – recorded beside inhibitors of VEEV, whose call it bears; inhibition, %; measured here: 10K pilot screen inhibition
# Numbers without * were called inactive; i = inactive; ? = inconclusive; nt = not tested or not shown.
SMILES,M. tuberculosis,H37Rv inhibition,influenza NS1A,PhoP GFP inhibition,inhibitors of VEEV,others
Cc1cc(Br)c(NC(=O)COC(=O)c2ccc[n+]([O-])c2)c(Br)c1,6%,5%,-7%,nt,5.1%,
COCCN(Cc1nc2ccccc2c(=O)[nH]1)C(=O)COc1c(C)cc(Cl)cc1C,19%,-6%,-16%,nt,5.9%,
C=CCc1ccc(OCCOCCOc2cccc3ccc(C)nc23)c(OC)c1,24%,-2%,1%,-10%,0.8%,
COc1ccc(OCCN(C)Cc2ccccc2)cc1,26%,-6%,3%,4%,4.2%,
Cc1ccc(OCC(=O)N2CCCC(CO)(CCOc3ccccc3)C2)cc1 (centres undefined),9%,10%,-2%,-7%,3.4%,
CCCCCOc1ccccc1C(=O)NCC(=O)O,9%,-1%,-3%,-9%,1.8%,
O=C(Nc1cccc([N+](=O)[O-])c1)c1ccncc1,-14%,-8%,1%,-20%,1.1%,
Cc1ccc(Cl)c(OCCCCN2CCC(C)CC2)c1,nt,nt,-21%,nt,0.9%,
CCOc1ccc(-c2nnc(SCC(=O)N3CCN(c4ccccc4)CC3)o2)cc1,2%,-5%,-1%,12%,0.5%,
CN1C(=O)C(Cc2ccc3c(c2)OCO3)C(=O)N(C)C1=O,2%,0%,nt,6%,nt,
CCCC(=O)Nc1ccc(C(=O)N/N=C/c2cccnc2)cc1,5%,-2%,5%,10%,2.5%,
CC(C)(C)OC(=O)NCCCCCNC(=O)c1nc[nH]c1C(=O)NCc1ccc(CNC(=O)OC(C)(C)C)cc1,33%,-1%,-13%,nt,4.3%,
CCOc1cccc(NCc2cc3c(C(C)(C)C)nn(-c4ccccc4)c3[nH]c2=O)c1,19%,?,8%,-12%,0.9%,
Cc1cccc2nc3c(nc12)-c1ccccc1C3=O,69%,5%,-22%,1%,3.0%,
COc1ccc(NC(=O)CC2C(=O)N(c3cccc(OC)c3)C(=O)N2CCC(C)C)cc1 (centres undefined),11%,-12%,-6%,7%,i,
COc1ccccc1NC(=O)CSc1nccc(-c2ccco2)n1,43%,0%,-8%,nt,7.6%,
COc1ccccc1COn1c(=O)c(-c2ccco2)[n+]([O-])c2ccccc21,-4%,2%,-8%,-45%,1.6%,
CC(=O)C1C(C)CC2C3CCC4CC(=O)CCC4(C)C3CCC21C (centres undefined),nt,nt,9%,nt,2.4%,
COc1ccc(NC(=O)N2CCCC(CNS(=O)(=O)c3cccs3)C2)c(C)c1 (centres undefined),-2%,-1%,-9%,11%,0.3%,
Clc1ccc(Nc2ncn[nH]2)cc1,74%,?,-2%,3%,i,

# Quoted at random: three entries already listed, in no set order.
SMILES,M. tuberculosis,H37Rv inhibition,influenza NS1A,PhoP GFP inhibition,inhibitors of VEEV,others
Cc1cccc2nc3c(nc12)-c1ccccc1C3=O,69%,5%,-22%,1%,3.0%,
COc1ccccc1COn1c(=O)c(-c2ccco2)[n+]([O-])c2ccccc21,-4%,2%,-8%,-45%,1.6%,
COc1ccc(NC(=O)N2CCCC(CNS(=O)(=O)c3cccs3)C2)c(C)c1 (centres undefined),-2%,-1%,-9%,11%,0.3%,

# (next part)
SMILES,M. tuberculosis,H37Rv inhibition,influenza NS1A,PhoP GFP inhibition,inhibitors of VEEV,others
CN(O)C(=S)c1ccccc1,nt,nt,-1%,nt,?,
Cc1ccc(S(=O)(=O)NCCOc2nc(N3CCOCC3)nc(N3CCOCC3)n2)cc1,6%,-9%,-1%,-3%,3.3%,
CCCC(C(=O)NC1CCCC1)N(Cc1ccc2c(c1)OCO2)C(=O)c1snc(C(N)=O)c1N (centres undefined),17%,-5%,5%,2%,7.9%,
CCCCn1c(N)c(N(Cc2ccccc2OC)C(=O)CN2C(=O)NC(C)(c3ccccc3)C2=O)c(=O)[nH]c1=O (centres undefined),29%,4%,-14%,7%,1.4%,
COC(=O)CNC(=O)c1ccc(=O)oc1,-9%,-6%,-5%,34%,0.7%,
NC1=NC(=O)/C(=C/c2cn(Cc3ccccc3)c3ccccc23)S1,-13%,7%,-3%,4%,0.2%,
O=C(OCc1csc(-c2ccccc2)n1)c1ccc(O)cc1,18%,24%,-2%,-4%,0.5%,
Cc1noc(C)c1C(=O)N1CCC(C(=O)c2ccc(F)cc2F)CC1,4%,5%,-1%,-1%,1.2%,
CC(=O)Nc1ccc(N2CC(C)(C)C2=O)cc1,-4%,3%,-2%,5%,0.8%,
Cc1ccccc1-n1c(SCC(=O)N2CCC(C(=O)O)CC2)nnc1-c1ccncc1,-4%,1%,6%,0%,i,
CCOC(=O)C1=C(CC)Nc2ccccc2N/C1=N\S(=O)(=O)c1ccc(C(=O)OCC)cc1,6%,-3%,-3%,16%,2.5%,
Cc1cc(-n2c(C)cc(C(=O)COc3cccnc3[N+](=O)[O-])c2C)no1,nt,nt,4%,nt,0.2%,
COCCCNC(=O)C1CCN(S(=O)(=O)N(CC(C)C)CC(C)C)CC1,-15%,-11%,2%,-6%,i,
COc1ccc(/C=N/n2c(-c3cccs3)n[nH]c2=S)cc1,12%,6%,-2%,-5%,3.9%,
NCCCCCC(=O)N/N=C/c1ccc2nccnc2c1,-5%,-3%,-2%,0%,i,
O=C(Nc1nccs1)c1nc[nH]c1C(=O)NCc1ccccc1,7%,2%,-1%,nt,0.9%,inhibitors of VEEV 10K pilot screen=1.5
COc1ccc(S(=O)(=O)NCc2ccco2)cc1C(=O)N1CCOCC1,-23%,-1%,2%,-11%,1.1%,
Cc1ccc(S(=O)(=O)N(C)C[C@H]2Oc3c(NC(=O)Nc4cccc5ccccc45)cccc3C(=O)N([C@@H](C)CO)C[C@@H]2C)cc1,54%,8%,-4%,nt,0.9%,
CC[C@@H](C)C(NC(=O)OC(C)(C)C)c1cn([C@@H](Cc2ccc(O)cc2)C(=O)N2CCN(C(=O)OC(C)(C)C)CC2)nn1 (some centres undefined),28%,-2%,13%,-7%,2.3%,
CC(=O)c1ccc(-c2ccc(C(=O)N(C)c3c(N)n(Cc4ccccc4)c(=O)[nH]c3=O)o2)cc1,-1%,3%,-6%,8%,9.0%,
CC1Cc2ccccc2N1C(=O)C1CCCN1S(=O)(=O)c1ccc(Cl)cc1 (centres undefined),3%,1%,-17%,1%,0.5%,
CC[C@]12c3[nH]c4cc(-c5ccco5)ccc4c3CCN1C(=O)[C@@H](CC(=O)NCCCN(C)C)C[C@@H]2C(=O)N1CCN(C(=O)c2ccco2)CC1,nt,nt,3%,nt,i,
CCOC(=O)c1c(C)[nH]c(C)c1S(=O)(=O)N1CCN(c2cccc(C)c2)C(C)C1 (centres undefined),24%,-2%,9%,-35%,i,
CC(C)C(=O)Nc1ccc2nn(-c3ccc(F)cc3)nc2c1,0%,8%,-5%,8%,0.2%,
COc1ccccc1OCCSc1nnnn1C1CCCCC1,2%,-3%,13%,17%,0.3%,
Cn1nc(C(C)(C)C)cc1C(=O)NCc1ccc(N2CCCC2=O)cc1,-5%,-10%,1%,-5%,i,
O=C1OC[C@@H]2CCCN2C(=O)[C@@H](CC(=O)N(CCO)Cc2ccccc2)C/C=C\CC[C@H]1Cc1ccc(F)cc1,41%,-5%,0%,nt,3.5%,
COc1ccc(CNC(=O)c2cc(-c3cc(C)cc(C)c3O)n[nH]2)cc1,-11%,-2%,-10%,1%,1.1%,
CCC(=NC(C)c1ccccc1)c1c(O)[nH]c(=O)[nH]c1=O (centres undefined),-11%,-4%,-12%,5%,1.4%,
Cc1nnc(SCC(=O)Nc2nnc(SCc3cccc(Br)c3)s2)s1,27%,10%,-5%,1%,0.7%,
Cc1ccc2nc(-c3ccc(NC(=O)CN4C(=O)c5ccccc5C4=O)cc3)sc2c1,-2%,11%,3%,-10%,1.7%,
CC(C)NC(=O)COC(=O)c1ccc(Oc2ccccc2)cc1,52%,-1%,13%,6%,2.3%,
CC(=O)Nc1ccc(Nc2cc(-c3ccccc3)nc3ncnn23)cc1,15%,2%,0%,5%,2.5%,
O=C(Nc1ccc(N2CCOCC2)cc1)c1nc2ccccc2s1,1%,-1%,-12%,2%,0.4%,
CCOC(=O)/C(=C\c1c[nH]c2ccccc12)NC(C)=O,-8%,-3%,0%,-6%,i,
CCOC(=O)c1[nH]cnc1C(=O)Nc1cccc(N)n1,-4%,-15%,2%,3%,1.4%,
CC(=O)NC1CC(C)(C)N(OC(C)=O)C(C)(C)C1,nt,nt,1%,nt,i,
CCOC(=O)N1CCN(C(=O)c2n[nH]c(=O)c3ccccc23)CC1,-6%,-9%,10%,-7%,0.4%,
CC1CCN(S(=O)(=O)c2cccc(-c3csc(-c4cccnc4)n3)c2)CC1,19%,7%,-15%,-19%,4.9%,
CCCNC(=O)CSc1nc2[nH]ncc2c(=O)[nH]1,7%,0%,-9%,-4%,0.3%,
COc1ccc(Cl)cc1NC(=O)NC1CCCCC1,-3%,-12%,1%,-4%,0.5%,
O=C(CSc1nc2c(c(=O)n1-c1ccccc1)SCC2)N1CCN(c2ccccc2)CC1,31%,-6%,27%,-8%,9.7%,
O=C(NN=C1c2ccccc2-c2ccccc21)c1cccc(Br)c1,?,0.28µM*,-9%,1%,3.1%,
CSCCC(NS(=O)(=O)/C=C/c1ccccc1)C(=O)N1CCC(C)CC1 (centres undefined),8%,-2%,9%,1%,0.3%,inhibitors of VEEV 10K pilot screen=0.1
CC1CCCCC12NC(=O)N(CC(=O)N1CCc3ccccc3C1)C2=O (centres undefined),nt,nt,-2%,nt,1.7%,
Cc1ccc(-c2nnc(NCc3ccccc3)c3ccccc23)cc1,-3%,7%,-5%,1%,1.2%,
O=C(Nc1nnc(-c2cccs2)s1)c1cccc(F)c1,-9%,7%,-10%,-2%,i,
Cc1ccc(S(=O)(=O)N2CCN(c3ccnc4cc(Cl)ccc34)CC2)cc1,50%,?,0%,0%,i,
CCOC(=O)c1c(CC(C)C)csc1NC(=O)C(C)C,-2%,1%,4%,-4%,1.2%,
CC(C)Cc1ccc(C(C)C(=O)Nc2cccnc2)cc1 (centres undefined),52%,-1%,-6%,-7%,i,

# Ordered by formula weight (smallest number first): some entries from above
SMILES,M. tuberculosis,H37Rv inhibition,influenza NS1A,PhoP GFP inhibition,inhibitors of VEEV,others
COc1ccc(Cl)cc1NC(=O)NC1CCCCC1,-3%,-12%,1%,-4%,0.5%,
O=C(Nc1nnc(-c2cccs2)s1)c1cccc(F)c1,-9%,7%,-10%,-2%,i,
CC1CCCCC12NC(=O)N(CC(=O)N1CCc3ccccc3C1)C2=O (centres undefined),nt,nt,-2%,nt,1.7%,
Cc1ccc(S(=O)(=O)N2CCN(c3ccnc4cc(Cl)ccc34)CC2)cc1,50%,?,0%,0%,i,

# Next structures
SMILES,M. tuberculosis,H37Rv inhibition,influenza NS1A,PhoP GFP inhibition,inhibitors of VEEV,others
CCc1nn(CC(=O)N2CCN(CC)CC2)c(=O)c2cccn12,-5%,-3%,5%,-5%,1.9%,
CCN(CC)S(=O)(=O)c1ccc(Cl)c(C(=O)Nc2cccnc2)c1,2%,8%,-2%,0%,i,
O=C(CN1C(=O)c2ccccc2C1=O)N1CCCCC1,-6%,0%,1%,-14%,i,
Cc1ccc(NC(=O)CSc2nnc(C)c(=O)n2N)c(C)c1,-10%,2%,29%,-7%,1.2%,
CN(C(=O)c1ccc(NC(=O)Cc2cccc(NC(=O)C3CCN(C(=O)C4CC4)CC3)c2)cc1)C1CCCC1,-14%,-14%,10%,nt,4.6%,
CCOC(=O)C1=CN(CC)S(=O)(=O)NC1CCc1ccccc1 (centres undefined),nt,nt,2%,nt,0.8%,
Cc1ccc(S(=O)(=O)N(C)CC(=O)Nc2ccccc2N2CCCC2)cc1,21%,-10%,4%,nt,8.6%,
COCCn1c(C)cc(C(=O)CSc2nnc(C3CC3)n2C2CC2)c1C,16%,6%,-16%,nt,0.7%,
Cn1c2c(c3ccccc31)CCSC2=O,10%,4%,-6%,0%,0.6%,
CC1CCCC(C)N1C(=O)COC(=O)c1cc(F)c(F)cc1Cl (centres undefined),?,?,-10%,nt,1.6%,
CCOc1ccc(CCNC(=O)Cc2nn[nH]n2)cc1OCC,4%,11%,3%,5%,0.3%,
CCCNC(=O)C1CC(=O)N(c2ccc(OCC(=O)Nc3cccc(C)c3C)cc2)C1 (centres undefined),16%,-4%,-5%,-14%,i,
CCOC(=O)Cn1c(C)cc(=O)c2cccc(C)c21,?,16%,17%,-3%,0.6%,
CCOC(=O)c1sc(NC(=O)CSc2nnc(C(C)C)n2CC)nc1C,19%,-8%,-2%,9%,0.6%,
CCCCCCCCOC(=O)c1cc([N+](=O)[O-])c(Sc2ncnc3nc[nH]c23)c([N+](=O)[O-])c1,nt,nt,10%,nt,11%,
COc1c(OC(C)=O)ccc(/C=C/c2ccc3ccccc3n2)c1[N+](=O)[O-],31%,10%,12%,-8%,4.2%,
Cc1ccc(-c2c(=O)n(O)c3ccccc3[n+]2[O-])cc1,15%,4%,-7%,-1%,0.0%,

# Screens (PubChem)
